Screening data deposited in PubChem BioAssay by several laboratories.
VCAM1 TNFa inh: inhibitors of TNFa-induced VCAM1 expression, primary screen, imaging, HUVEC, TNFa stimulus, immunofluorescence; HUVEC TNFa-induced VCAM-1 immunofluorescence, high-content imaging; inhibition, % at 2 µM; hit rate 0.48% among 95,000; AID 802, 2007;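 active means inhibition above the batch mean plus 3 SD, with images confirmed as a hit by eye, cut at about 37% in these data; inconclusive means inhibition above that limit but hit not confirmed in images; inactive means inhibition not above that limit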;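 further: 0% = TNF-stimulated DMSO wells and 100% = unstimulated control wells; not every result past the cut was called active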
cytoskel mod: modifiers of F-actin cytoskeleton organization, primary screen, imaging, HUVEC, phalloidin staining, high-content imaging | hit rate 0.18% among 91,000 | inhibition, % at 2 µM | HUVEC TNFa F-actin phalloidin imaging | AID 836, 2007;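 active means inhibition above the batch mean plus 3 SD and confirmed as a hit by visual image inspection, cut at about 30% in these data, passing the limit was not always enough; inconclusive means above the inhibition threshold but rejected on visual inspection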; further: strong numbers were not always called active
LYP inh 2: PTPN22 phosphatase inhibitors, primary screen, biochemical, DiFMUP fluorescence, 2 µM; Tyrosine-protein phosphatase non-receptor type 22 (Homo sapiens), Q9Y2R2; recombinant LYP catalytic domain; inhibition, % at 2 µM; hit rate 0.21% among 96,000;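 active means inhibition at 2 µM at or above a set limit, the screen mean plus 3 SD, cut at about 24% in these data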;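 further: 0% = DMSO with enzyme and 100% = enzyme fully blocked by orthovanadate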
TNFa cytotox: cytotoxicity in TNFa-stimulated HUVEC, primary screen, cytotoxicity control for VCAM1 expression modulator project, imaging, Hoechst nuclei count. HUVEC TNFalpha-stimulated, Hoechst cell count. cell count reduction, % at 2 µM. hit rate 0.17% among 93,000. AID 848, 2007;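 active means cell count reduction exceeding the screen mean by over 5 SD, scaled to untreated wells per plate, cut at about 78% in these data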;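 further: cells counted after 24 h of TNF alpha exposure following the 1 h pretreatment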
ERa SRC1 inh: ERα–SRC-1 coactivator interaction inhibitors, primary screen, biochemical, TR-FRET, ERα LBD, estradiol-bound; AID 629, 2007; hit rate 1.7% among 86,000; TR-FRET ER-alpha LBD / SRC-1 peptide; Estrogen receptor (Homo sapiens), P03372; inhibition, % at 25.6 µM; in the data active means inhibition above about 50%;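 further: 0% = receptor plus peptide control and 100% = peptide only without receptor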
Target sequence (P03372 whole entry, looked up, the tested form may be a part): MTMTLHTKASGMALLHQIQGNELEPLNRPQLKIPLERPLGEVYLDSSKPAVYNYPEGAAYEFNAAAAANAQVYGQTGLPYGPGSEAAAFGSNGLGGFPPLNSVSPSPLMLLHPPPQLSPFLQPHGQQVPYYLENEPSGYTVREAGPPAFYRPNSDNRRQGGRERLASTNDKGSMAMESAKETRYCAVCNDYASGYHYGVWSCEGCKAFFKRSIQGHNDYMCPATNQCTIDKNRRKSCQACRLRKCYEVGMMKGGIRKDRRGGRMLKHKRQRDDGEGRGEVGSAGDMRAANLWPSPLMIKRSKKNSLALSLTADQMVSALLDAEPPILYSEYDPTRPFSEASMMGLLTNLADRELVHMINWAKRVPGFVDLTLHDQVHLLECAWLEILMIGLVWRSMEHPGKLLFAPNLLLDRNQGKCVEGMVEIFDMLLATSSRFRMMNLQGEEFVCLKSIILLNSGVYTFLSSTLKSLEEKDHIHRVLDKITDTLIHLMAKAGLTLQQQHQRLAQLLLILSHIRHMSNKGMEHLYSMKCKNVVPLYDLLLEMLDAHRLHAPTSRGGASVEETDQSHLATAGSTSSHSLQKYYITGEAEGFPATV
LYP act: LYP phosphatase activators, primary screen, biochemical, DiFMUP fluorescence, 2 µM. activation, % at 2 µM. hit rate 0.11% among 96,000. Tyrosine-protein phosphatase non-receptor type 22 (Homo sapiens), Q9Y2R2. AID 697, 2007. recombinant LYP; 0 = plate median, 100 = signal doubled;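 active means activation at 2 µM above a set limit, the mean plus 5 SD, cut at about 37% in these data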
Pyk2 oligo antag: antagonists of Pyk2 self-association, primary screen, Q293 cells, FERM NanoBiT luminescence, HTS | hit rate 0.83% among 99,000 | z-score (the deposit names both 25 µM and 10 µM) | Protein-tyrosine kinase 2-beta (Homo sapiens), Q14289 | hits give low values;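 active means Z-score of -3 or lower, scaled per plate to the spread of control and sample wells; inactive means z-score above -3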;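 further: negative z-score means lost luminescence so less FERM oligomerization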
HUVEC tox IL1B: cytotoxicity in IL-1B stimulated HUVEC, primary screen, cytotoxicity control for IL-1B NFkB translocation project, imaging, Hoechst nuclear count, IL-1B stimulus; HUVEC cell count loss; cell count reduction, % at 2 µM; hit rate 0.41% among 94,000;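 active means cell count reduction more than 3 SD above the screen-wide mean, cut at about 70% in these data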;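 further: normalized per plate to untreated control cells as the no-loss baseline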
FAK inh: FAK kinase inhibitors, primary screen, biochemical; inhibition, %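 (tested at 7 µM)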; AID 727, 2007; hit rate 0.84% among 97,000; biochemical FAK kinase activity assay; in the data active means inhibition above about 19%;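 further: 0% = DMSO and 100% = reference compound high control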
* hit, by the source's call; ? = inconclusive; . = no result given; [ ] = remark or other dose.

SMILES	VCAM1 TNFa inh	cytoskel mod	LYP inh 2	TNFa cytotox	ERa SRC1 inh	LYP act	Pyk2 oligo antag	HUVEC tox IL1B	FAK inh
Cn1c(O)c(C=NCCCN2CCCC2=O)c(=O)n(C)c1=O	5	8	-6	-10	0	2	2.9	.	-1
CN(C)c1ccc(N=Cc2c(O)n(CCC3=CCCCC3)c(=O)[nH]c2=O)cc1	-16	4	7	-38	14[fluorescence artefact?]	-9	-3.4*	-8	0
CCN(CC)CCCN=Cc1c(O)n(-c2cccc(C)c2C)c(=O)[nH]c1=O	6	-22	-2	-11	-5	2	-0.41	-25	1
O=C1NC(=O)C(CCc2ccncc2)(Cc2ccc3c(c2)OCO3)C(=O)N1CCc1ccccc1 (stereo unspecified)	-15	.	11	50	0	-10	-1.8	14	-2
NCCc1ccc(O)cc1	19	3	8	6	-4	-5	.	14	-4
CC(Oc1ccc(-c2ccccc2)cc1)C(=O)O (stereo unspecified)	6	40	-10	-41	-8	8	1.4	8	-2
CCOC(=O)C(O)(c1ccc(NC(=O)NC2CCCCC2)cc1)C(F)(F)F (stereo unspecified)	-13	9	-10	9	0	7	-0.22	23	0
Cc1cc(O)c(CN2CCN(c3ccccc3)CC2)cc1C	2	3	0	-13	-3	1	1.7	16	2
CC1CCC(C(=O)NC(C(=O)N2CCC3(CC2)OCCO3)C(C)C)CC1 (stereo unspecified)	-2	-7	-18	-5	0	17	1.6	-5	-1
CC(C(=O)c1cn(C)c2ccccc12)c1ccccc1 (stereo unspecified)	0	-5	-6	-18	.	5	-0.74	-9	0
Clc1ccccc1CN1CCN(c2ccccc2)CC1	11	8	-7	-34	0	7	0.22	.	2
Cc1ccc2ccccc2c1NC(=O)CNC1CCCCC1	-2	19	16	-15	1	-14	0.22	15	7
O=C1CCCC2C3CCCN4CCCC(CN12)C34 (stereo unspecified)	12	13	1	-8	-2	-2	.	-20	3
Cc1c(/C=C2/CC3C4CC=C5CC(O)CCC5(C)C4CCC3(C)C2=O)cnn1C (stereo unspecified)	-2	7	-3	-24	-16	3	.	-16	-1
O=C(CNC(=O)OCc1ccccc1)Nc1ccc(Br)cc1C(=O)c1ccccc1	-10	15	11	-22	.	-9	-0.19	-2	-3
Cc1c(N=Cc2c(O)n(CCc3ccccc3)c(=O)[nH]c2=O)c(=O)n(-c2ccccc2)n1C	10	-10	-9	-23	-19	8	-1.8	-35	1
Cc1ccc(N2CCN(CCc3ccccc3)CC2)cc1	8	6	4	-16	.	-1	-0.1	22	-5
N/C(=N\N=C/c1ccc(-c2ccc(O)c(C(=O)O)c2)o1)N[N+](=O)[O-]	7	-11	6	-4	.	-3	1.7	-48	-3
CCn1cc(C(=O)c2ccccc2)c2ccccc21	-3	4	5	4	5[fluorescence artefact?]	-3	-0.54	4	0
CCC(C)C1N=C(c2ccccc2)c2cc(Cl)ccc2N(CC(=O)NCc2ccco2)C1=O (stereo unspecified)	10	3	-4	14	-8	3	.	15	3
CC1=NN(c2ccccc2)C(=O)C1/C=C1\C(=O)NC(=O)N(c2cc(C)cc(C)c2)C1=O (stereo unspecified)	-8	-1	-2	-30	-9	3	-1.8	-27	-2
O=P(NS(=O)(=O)c1ccccc1)(Oc1ccccc1)Oc1ccccc1	7	-19	10	2	3	-8	0.02	-1	-3
O=c1c2ccccc2nc(-c2ccco2)n1-c1ccccn1	13	4	7	-38	1	-7	0.18	3	0
CC(=NCc1cccnc1)c1c(O)n(Cc2ccccc2)c(=O)[nH]c1=O	1	-23	-3	-10	-1	10	-1.1	-5	-8
COc1cccc(-n2c(O)c(C=NCc3ccc4c(c3)OCO4)c(=O)[nH]c2=O)c1	-15	-17	6	17	-8	-3	0	4	2
c1ccc(C2N3CCCN23)cc1 (stereo unspecified)	-4	6	3	5	6	-3	0.04	-8	1
CC12CN3CC(C)(CN(C1)C31CCOCC1)C2=O	9	5	-10	-28	-9	10	0.25	-1	-1
COc1ccccc1CCNC1CCC(C(C)(C)C)CC1 (stereo unspecified)	19	6	6	-16	.	-4	1.2	-29	0
CN(C)C(=O)Oc1ccc(OC(=O)c2ccccc2)cc1	-3	19	5	.	-35	-6	0.17	12	-1
Cc1cc(S(=O)(=O)NC(C)C)ccc1OCC(=O)N1CCN(Cc2ccc3c(c2)OCO3)CC1	4	-16	9	4	-2	-10	0.07	-25	2
CCCC12CN3CN(C1)CC(CCC)(C3)C2O (stereo unspecified)	-33	16	-3	-28	20	0	1.2	-16	0
C=CCn1c(O)c(C(CC)=NC(C)c2ccccc2)c(=O)[nH]c1=O (stereo unspecified)	10	10	0	-19	6	-3	-0.85	-9	-6
c1ccc2c(CNC3CCCCCC3)c[nH]c2c1	20	-6	-1	9	1	0	1	8	2
Cc1ccc(NC(=O)CN2C(=O)CN=C(c3ccccc3)c3cc(Cl)ccc32)cc1	12	7	6	-36	-2	-9	.	14	0
Cn1c(O)c(C=NC2C(=O)C3(C)CCC2C3(C)C)c(=O)n(C)c1=O (stereo unspecified)	25	-22	-12	-7	4	10	0.65	-23	-1
CC(=O)OC1N=C(c2ccccc2)c2ccccc2NC1=O (stereo unspecified)	1	-53	-8	3	-7	7	0.26	-2	1
CCCCn1c(O)c(C(CC)=NCCCN(C)C)c(=O)[nH]c1=O	0	-6	-3	-10	2	2	0.69	3	-1
COc1ccc(-c2cc(C(F)(F)F)n3nc(C(=O)N4CCC5(CC4)OCCO5)cc3n2)cc1OC	7	3	3	-1	-5	-4	-0.31	89*	-1
Cc1ccc2cc3cc(C(=O)N4CCC5(CC4)OCCO5)oc3nc2c1	20	-17	8	3	0	-10	-0.4	-19	-1
O=C1NC(=S)NC(=O)C12C(c1ccc(F)cc1)NC(=S)NC2c1ccc(F)cc1 (stereo unspecified)	-3	.	1	-8	-2	1	1.5	-17	-3
O=C1c2ccccc2C2(c3ccc(Cl)cc3)NCCN12 (stereo unspecified)	7	-5	17	-10	5	-19	0.53	2	0
CCOC(=O)c1ccc(NC(=O)C2C3C=CC(O3)C2C(=O)O)cc1 (stereo unspecified)	-3	-50	-8	-7	0	6	.	41	12
O=c1[nH]c(O)c(C=NC2CCN(Cc3ccccc3)CC2)c(=O)[nH]1	-8	24	-1	1	-7	-1	-0.33	3	1
CC1CN=C(Nc2ccccc2)S1 (stereo unspecified)	0	14	5	-21	.	-4	0.79	7	3
Nc1ccccc1C(=O)OCC(=O)Nc1ccc(Br)cc1F	2	-17	-12	7	.	14	0.2	-118	0
CC1(C)CC(=O)C2=C(C1)NC(=O)C21C(C(=O)OC(C)(C)C)=C(N)Oc2ccc(Br)cc21 (stereo unspecified)	2	8	0	-13	.	4	-0.34	-4	1
CCCc1[nH]nc2c1C1(C(=O)N(Cc3ccccc3)c3ccccc31)C(C(=O)OC)=C(N)O2 (stereo unspecified)	-20	23	2	-44	4	0	-1.5	-18	4
O=C(C1CCC(=O)N1C1CCCCC1)N1CCC2(CC1)OCCO2 (stereo unspecified)	15	2	0	-12	-3	-2	1.9	4	0
Cc1noc(C)c1C(=O)N1CCC2(CC1)OCCO2	18	16	7	-20	5	-4	-0.21	-12	-4
O=C(CF)NC(Nc1cccc2cccnc12)C(Cl)(Cl)Cl (stereo unspecified)	28	?	4	3	.	-6	-0.76	-8	0
COc1ccc(CC2c3cc(OC)c(OC)cc3CCN2C)cc1OC (stereo unspecified)	17	.	-6	-26	-4	6	.	7	-1
CC(=O)C1C2c3ccccc3OC1(C)N=c1s/c(=C/c3cn(C)nc3C)c(=O)n12 (stereo unspecified)	11	3	-1	-8	-7[fluorescence artefact?]	0	1.5	23	3
CN1C(=O)C(=Cc2ccc(N3CCCCCC3)o2)C(=O)N(C)C1=S	-4	12	9	-8	.	-6	-1	-2	16
N[C@@H](Cc1c[nH]c2ccccc12)c1nnc(SCc2c(F)cccc2Cl)o1	-7	-10	3	-39	-8	-5	-0.9	64	-1
COc1ccc2c(c1)c(C(=O)CN1CCC3(CC1)OCCO3)c(C)n2Cc1ccccc1	21	-2	-18	2	-9	20	-0.18	-1	-1
Cc1occc1C(=O)N1CCC2(CC1)OCCO2	4	-7	2	16	1	-4	0.86	16	11
COc1ccccc1N1CCN(Cc2ccc(Cl)cc2Cl)CC1	20	-11	-4	8	19	5	-0.44	.	2
c1ccc(C2NCc3ccccc3-n3cccc32)cc1 (stereo unspecified)	12	12	-15	-33	-7	13	.	-26	-5
COc1ccccc1N1C(=O)NC(=O)C2(Cc3cc(C)ccc3N(C)C2)C1=O (stereo unspecified)	-3	-25	3	-12	4[fluorescence artefact?]	-5	0.21	-27	2
C/C(CCc1c[nH]c2ccccc12)=N\O	-6	9	4	-5	2	-1	-0.01	-16	-2

Complete entries, looked up by structure. Order of values: VCAM1 TNFa inh, cytoskel mod, LYP inh 2, TNFa cytotox, ERa SRC1 inh, LYP act, Pyk2 oligo antag, HUVEC tox IL1B, FAK inh
`O=C(CF)NC(Nc1cccc2cccnc12)C(Cl)(Cl)Cl` (stereo unspecified) across the screens: 28, ?, 4, 3, ., -6, -0.76, -8, 0
`Cc1noc(C)c1C(=O)N1CCC2(CC1)OCCO2` across the screens: 18, 16, 7, -20, 5, -4, -0.21, -12, -4
`COc1ccc(CC2c3cc(OC)c(OC)cc3CCN2C)cc1OC` (stereo unspecified) across the screens: 17, ., -6, -26, -4, 6, ., 7, -1
`COc1ccccc1N1CCN(Cc2ccc(Cl)cc2Cl)CC1` across the screens: 20, -11, -4, 8, 19, 5, -0.44, ., 2
`N[C@@H](Cc1c[nH]c2ccccc12)c1nnc(SCc2c(F)cccc2Cl)o1` across the screens: -7, -10, 3, -39, -8, -5, -0.9, 64, -1

(list continues)
SMILES	VCAM1 TNFa inh	cytoskel mod	LYP inh 2	TNFa cytotox	ERa SRC1 inh	LYP act	Pyk2 oligo antag	HUVEC tox IL1B	FAK inh
COc1ccc(S(=O)(=O)NC(CC(=O)N2CCC3(CC2)OCCO3)C(C)C)cc1 (stereo unspecified)	-14	.	0	-25	7	2	0.28	-7	1
CCC1(CC)C(=O)N(Cc2ccccc2)C(=O)N(Cc2ccccc2)C1=O	-3	.	-3	-33	5[fluorescence artefact?]	4	-0.75	-19	-2
CCCCSC1=NN1c1nc(N)nc(C)c1CC	-10	-10	1	-8	-3	1	0.71	-7	0
CN(Cc1ccccc1)C(=C(Cl)Cl)/C(=C1/NCCN1Cc1ccc(Cl)nc1)[N+](=O)[O-]	18	.	8	-24	5[fluorescence artefact?]	-8	0.7	-11	-1
O=P(N1CCCCC1)(N1CCCCC1)C(Cl)(Cl)Cl	7	13	-2	-24	-11	4	0.26	-8	0
CC(=NCc1ccc2c(c1)OCO2)c1c(O)[nH]c(=O)[nH]c1=O	-3	.	9	-7	44	-11	1.1	-70	-5

Pulled by compound from above:
SMILES	VCAM1 TNFa inh	cytoskel mod	LYP inh 2	TNFa cytotox	ERa SRC1 inh	LYP act	Pyk2 oligo antag	HUVEC tox IL1B	FAK inh
CN(Cc1ccccc1)C(=C(Cl)Cl)/C(=C1/NCCN1Cc1ccc(Cl)nc1)[N+](=O)[O-]	18	.	8	-24	5[fluorescence artefact?]	-8	0.7	-11	-1
COc1ccc(S(=O)(=O)NC(CC(=O)N2CCC3(CC2)OCCO3)C(C)C)cc1 (stereo unspecified)	-14	.	0	-25	7	2	0.28	-7	1

Only part of the results is shown; count on the stated rates, not on these rows.
